HMGR II inh – inhibitors of class II HMG-CoA reductase from Enterococcus faecalis; AID 1066; 0.41% of 190,000 active; purified E. faecalis HMGR, NADPH absorbance 340 nm kinetic; inhibition, % at 10 µM;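 active = inhibition above a set limit, the median over all tested compounds plus 3 SD, cut at about 9.5% in these data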;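 note: enzyme runs in reverse so mevalonate oxidation gives rising NADPH absorbance; 0% = complete reaction with DMSO and 100% = background rate lacking mevalonate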
PPARg SRC2 recr – agonists of SRC-2 recruitment by human PPARgamma. PPARgamma LBD-SRC-2 recruitment, biochemical. activation, % at 8 µM. AID 1032. 0.34% of 200,000 active; in the data active = activation above about 22%;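 note: 0% = vehicle and 100% = reference agonist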
Target sequence (P37231 whole entry, looked up, the tested form may be a part): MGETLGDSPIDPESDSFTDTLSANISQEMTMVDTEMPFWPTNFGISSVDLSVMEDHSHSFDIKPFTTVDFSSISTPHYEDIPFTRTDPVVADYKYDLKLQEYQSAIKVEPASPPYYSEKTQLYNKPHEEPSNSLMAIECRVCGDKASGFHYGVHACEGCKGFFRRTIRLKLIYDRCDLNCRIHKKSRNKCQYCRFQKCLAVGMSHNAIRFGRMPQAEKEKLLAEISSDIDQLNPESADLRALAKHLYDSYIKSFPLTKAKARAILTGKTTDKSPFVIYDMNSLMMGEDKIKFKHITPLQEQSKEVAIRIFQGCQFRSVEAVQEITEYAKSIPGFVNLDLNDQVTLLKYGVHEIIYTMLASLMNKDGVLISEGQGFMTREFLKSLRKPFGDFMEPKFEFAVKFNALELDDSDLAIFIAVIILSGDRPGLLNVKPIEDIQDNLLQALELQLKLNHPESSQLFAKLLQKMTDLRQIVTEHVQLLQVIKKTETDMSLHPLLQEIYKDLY
bIAP inhibitor – blocks bovine intestinal alkaline phosphatase activity. inhibition, % at 20 µM. AID 1019. purified bovine IAP, CDP-star luminescence, 30 min. 190,000 tested, under 10 active;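 active = over 50% inhibition of intestinal alkaline phosphatase at 20 µM in the single-dose screen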
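test system = bovine IAP enzyme | medium = DEA buffer 100 mM, pH 9.8, with MgCl2 1.0 mM, ZnCl2 0.02 mM | detection = luminescence | dosing = single compound dose of 20 µM, 2% DMSO final | incubation = 30 min reaction at room temperature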
PPARg SRC-3 ag – PPARgamma-driven SRC-3 recruitment agonism; P37231; biochemical PPARgamma/SRC-3 coactivator recruitment assay; activation, % at 8 µM; 0.26% of 200,000 active; AID 731; in the data active = activation above about 23%;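 note: 0% = DMSO and 100% = reference agonist; some compounds past the cut are filed as inactive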
PPARg SRC1 recr – PPARgamma-driven SRC-1 recruitment agonism. PPARgamma-SRC-1 coactivator recruitment biochemical assay. 0.41% of 200,000 active. P37231. activation, % at 8 µM; in the data active = activation above about 19%;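 note: 0% = DMSO and 100% = reference agonist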
TNAP act hi DEA – activators of human TNAP at high phosphate acceptor concentration | purified TNAP, CDP-star luminescence, 1 M DEA, 30 min; stronger effect = higher value; 0 = EDTA background, 1 = DMSO-only activity | activation factor at 20 µM | 200,000 tested, under 10 active | AID 1136;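 active = activation factor at least 2 at 20 µM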
Target sequence (P05186 whole entry, looked up): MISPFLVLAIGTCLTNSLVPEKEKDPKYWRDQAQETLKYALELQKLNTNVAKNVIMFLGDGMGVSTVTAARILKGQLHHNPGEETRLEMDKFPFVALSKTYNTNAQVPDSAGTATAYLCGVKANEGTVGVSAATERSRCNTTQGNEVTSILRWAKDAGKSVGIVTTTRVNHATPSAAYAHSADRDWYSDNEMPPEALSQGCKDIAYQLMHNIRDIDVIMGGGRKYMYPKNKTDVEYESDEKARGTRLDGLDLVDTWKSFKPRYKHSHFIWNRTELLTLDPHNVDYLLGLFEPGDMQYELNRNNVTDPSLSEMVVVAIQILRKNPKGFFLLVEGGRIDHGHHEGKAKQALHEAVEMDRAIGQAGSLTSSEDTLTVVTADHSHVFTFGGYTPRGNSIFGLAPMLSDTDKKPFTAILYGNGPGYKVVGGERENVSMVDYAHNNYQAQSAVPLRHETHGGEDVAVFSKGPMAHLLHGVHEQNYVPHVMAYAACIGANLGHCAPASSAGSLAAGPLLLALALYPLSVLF
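system = human TNAP | amount = enzyme diluted 1/800 final | reagent = 100 µM CDP-star substrate | signal = luminescent substrate turnover signal | dosing = one dose, 20 µM | benchmarks = EDTA negative control, DMSO positive control | measure = activation factor | timing = 30 min reaction, room temperature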
TNAP inh hiacc – inhibitors of human TNAP at high phosphate acceptor concentration | P05186 | purified TNAP, CDP-star luminescence, 1 M DEA | inhibition, % at 20 µM | 0.03% of 200,000 active | AID 1135;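 active = over 50% inhibition of tissue-nonspecific alkaline phosphatase at 20 µM in the single-dose screen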;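 note: plate controls were DMSO wells for no effect and EDTA-quenched wells as full inhibition for full effect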
bIAP act – intestinal alkaline phosphatase (bovine) activation. activation factor at 20 µM. 0.17% of 200,000 active. purified bovine IAP, CDP-star luminescence, 30 min; stronger effect = higher value; fold of DMSO-control signal, blank-subtracted. AID 1016;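 active = activation factor of 2 or more at 20 µM, a signal rise over negative controls twice the positive control's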
TNAP inh no acc – inhibitors of human TNAP without phosphate acceptor; 0.26% of 200,000 active; P05186; inhibition, % at 20 µM; purified TNAP, CDP-star luminescence, 30 min;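 active = tissue-nonspecific alkaline phosphatase inhibition above about 50% at 20 µM in the single-dose screen, limit read from the data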;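 note: 0% = DMSO negative control and 100% = EDTA positive control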
TR-FRET SRC-2 ct – flags TR-FRET format artefacts in PPARgamma SRC-2 recruitment agonist screen; 0.4% of 200,000 active; AID 1049; TR-FRET artefact counter-screen; stronger effect = higher value; TR-FRET ratio at 8 µM; in the data active = TR-FRET ratio above about 2000; note: inactives centre near 1500
* = called active by the depositor; nt = no result given.

SMILES	HMGR II inh	PPARg SRC2 recr	bIAP inhibitor	PPARg SRC-3 ag	PPARg SRC1 recr	TNAP act hi DEA	TNAP inh hiacc	bIAP act	TNAP inh no acc	TR-FRET SRC-2 ct
Cc1ccccc1NC(=S)N(Cc1ccco1)C(C)c1ccccn1 (stereo not given)	3.0	3.7	-6.2	0.1	4.2	1	2.3	1.1	-5.0	1606
CC(C)(C)C(=O)Cn1c(=N)n(Cc2ccccc2)c2ccccc21	-0.2	-0.5	10.9	1.6	1.9	1.1	-6.6	0.9	-9.8	1529
COc1ccc(-c2noc(CSc3nc4sc(C)c(C)c4c(=O)n3-c3ccccc3)n2)cc1OC	-5.7	-10.1	-1.0	-0.5	-2.6	1	-3.5	1	-9.3	1420
CCOC(=O)C(NC(=O)CC)C(O)c1cccc([N+](=O)[O-])c1 (stereo not given)	3.8	8.3	6.9	-4.7	3.1	1	-3.5	0.9	-4.6	1642
CSCC[C@H](NC(=O)OC(C)(C)C)C(=O)N1CCC(C(=O)N[C@@H](C)C(=O)O)CC1	-5.5	17.1	-3.0	7.7	8.7	1.1	-6.5	1	-8.2	1676
O=C(CC1CCC1)NC(c1ccccc1)c1ccccc1	-6.2	1.4	8.7	5.6	7.3	1	-4.7	0.9	-6.1	1568
COc1ccc(CNC(=O)C2CC(c3ccccc3[N+](=O)[O-])=NO2)cc1 (stereo not given)	-3.1	-1.2	2.4	-4.2	-10.2	1	-0.4	1	-6.8	1484
CCC(C)N(C(=O)COC(=O)/C=C/c1ccc(O)c(OC)c1)C1CCS(=O)(=O)C1 (stereo not given)	-1.5	4.3	48.5	1.4	0.3	1	-2.3	0.5	-8.6	1462
Cc1ccc(NC(=O)c2c(C)nc3ccccn23)cc1C	-3.9	-2.5	1.3	-3.1	16.1	1	-2.8	1	-6.3	1827
O=C(NCCOc1cccc(Cl)c1Cl)c1cc(-n2cnnc2)ccc1Cl	-1.8	6.5	3.8	4.2	-0.9	1	-0.1	1	-1.2	1507
COC(=O)c1ccc(CNC(=O)COC(=O)COc2ccc(OC)cc2)cc1	-0.9	0.4	0.6	2.9	1.7	1	-4.2	1	-10.3	1607
O=C(NCc1ccc2c(c1)OCO2)c1c[nH]c2ccc(S(=O)(=O)N3CCOCC3)cc2c1=O	1.2	-0.8	7.5	7.2	3.3	1	-1.8	0.9	-9.2	1423
COc1ccc(C(=O)Nc2cccc(-c3ccc4nncn4n3)c2)cc1OC	-9.8	6.9	5.8	2.9	1.1	1	0.4	0.9	-8.2	1656
CCN(Cc1ccccc1)C(=O)C(C)OC(=O)c1cc(S(=O)(=O)Nc2c(C)n(C)n(-c3ccccc3)c2=O)ccc1C (stereo not given)	-4.5	6.7	3.0	3.4	4.8	1	-3.5	1	-7.4	1828
Cc1nc2ccc(NC(=O)c3ccc(Cl)c(NC(=O)c4cccs4)c3)cc2s1	-1.7	8.3	13.8	1.4	7.0	1	0.5	0.9	-1.3	1678
O=C(NC1CCCCC1)C(c1ccc(F)cc1)N(C(=O)Cc1ccsc1)c1ccc(F)cc1 (stereo not given)	-1.1	-3.0	-11.5	-0.1	7.4	1.1	-9.1	1.1	-18.5	1487
O=C1c2ccccc2C(=O)N1c1cccc(-c2nc3ccccc3o2)c1	-4.8	-0.3	8.7	-4.0	5.2	1	-4.3	0.9	-3.1	1373
CCC(C)(C)NC(=O)Cc1ccc(Cl)cc1	-2.7	2.6	-1.9	1.9	2.4	1	-4.6	1	-8.5	1654
CCOC(=O)Cc1cnc(NC(=O)c2ccccc2)s1	-0.3	1.4	5.5	3.4	3.0	1	-4.2	0.9	-13.5	1569
CCN1C(=O)c2cccc3c(NC(=O)c4ccc(S(=O)(=O)N(C)C)cc4)ccc1c23	-4.3	14.1	0.8	6.2	9.7	0.9	7.0	1	-2.6	1861
Cc1ccc(N=Nc2c(N)[nH]n3c(=O)c4c(nc23)CCCC4)cc1	-3.3	-0.6	-4.6	3.6	2.7	0.8	20.3	1	10.0	1400
CC(=O)NC1CCC(C(=O)O)(c2ccccc2)C1 (stereo not given)	-1.0	-2.5	8.3	-2.6	3.9	1	2.4	0.9	-5.5	1508
Cn1nccc1C(=O)NCCN1C(=O)OC(C)(C)C1(C)O (stereo not given)	-4.2	1.1	11.3	-1.1	-1.6	1.1	-6.6	0.9	-9.1	1534
COc1ccc(NC(C)=O)cc1S(=O)(=O)N1CCN(C/C=C/c2ccccc2)CC1	2.1	1.9	-6.3	0.7	0.5	1	-3.6	1.1	-0.1	1637
O=c1ccc(Br)c[nH]1	1.8	-8.1	8.3	-4.0	-0.7	1	-4.6	0.9	-7.7	1565

A section from the list above, for reference:
SMILES	HMGR II inh	PPARg SRC2 recr	bIAP inhibitor	PPARg SRC-3 ag	PPARg SRC1 recr	TNAP act hi DEA	TNAP inh hiacc	bIAP act	TNAP inh no acc	TR-FRET SRC-2 ct
Cc1ccc(N=Nc2c(N)[nH]n3c(=O)c4c(nc23)CCCC4)cc1	-3.3	-0.6	-4.6	3.6	2.7	0.8	20.3	1	10.0	1400
CC(=O)NC1CCC(C(=O)O)(c2ccccc2)C1 (stereo not given)	-1.0	-2.5	8.3	-2.6	3.9	1	2.4	0.9	-5.5	1508
Cn1nccc1C(=O)NCCN1C(=O)OC(C)(C)C1(C)O (stereo not given)	-4.2	1.1	11.3	-1.1	-1.6	1.1	-6.6	0.9	-9.1	1534
COc1ccc(NC(C)=O)cc1S(=O)(=O)N1CCN(C/C=C/c2ccccc2)CC1	2.1	1.9	-6.3	0.7	0.5	1	-3.6	1.1	-0.1	1637
O=c1ccc(Br)c[nH]1	1.8	-8.1	8.3	-4.0	-0.7	1	-4.6	0.9	-7.7	1565

Remaining list, next part:
SMILES	HMGR II inh	PPARg SRC2 recr	bIAP inhibitor	PPARg SRC-3 ag	PPARg SRC1 recr	TNAP act hi DEA	TNAP inh hiacc	bIAP act	TNAP inh no acc	TR-FRET SRC-2 ct
COc1ccc2c(C#N)c3ccccn3c2c1	-0.4	3.0	-40.5	5.8	4.5	1.2	-19.2	1.4	-67.5	1595
CCC(CO)NCCNC(CC)CO (stereo not given)	-5.7	1.8	1.5	-11.3	2.0	1	-2.1	1	-2.3	1332
Cc1cc(C)c2cccc(NC(=S)NC(=O)c3ccccc3)c2n1	-3.8	3.3	3.2	-9.1	-7.5	0.9	12.8	1	2.0	1468
CCc1ccc(NC(=O)c2cc3c(C)nc4ccccc4c3o2)cc1	-6.6	7.6	-5.6	2.8	3.8	1.1	-7.4	1.1	-11.6	1514
Cc1ccc(CSc2nncn2-c2ccccn2)cc1	-0.4	-0.6	5.6	15.6	-3.8	1	-2.2	0.9	-10.0	1633
COc1ccc(OC)c(S(=O)(=O)N2C(C)CCCC2C)c1 (stereo not given)	-3.7	4.5	8.0	-0.6	-0.7	1.1	-7.4	0.9	-13.7	1669
CC1(C)CC(C)(c2ccc(O)cc2O)N(c2cccc(Cl)c2)C(=S)N1 (stereo not given)	10.6*	1.8	8.8	2.7	-0.3	1	3.5	0.9	6.7	1607
CCC(COC(=O)Nc1ccccc1)NC(=O)OC(C)C (stereo not given)	-5.1	4.1	-8.2	-1.8	8.4	1	-3.4	1.1	-5.7	1385
CC(=O)Nc1c(O)n(C)c2ccccc12	-0.4	12.6	-3.0	-4.7	3.5	1	4.6	1	-3.5	1600
CC(O)CNc1nc2c(c(=O)n(C)c(=O)n2C)n1Cc1cccc(Br)c1 (stereo not given)	-1.5	7.0	1.1	-5.2	0.1	1.1	-7.1	1	-0.5	1696
CCn1c(=N)c(C(=O)OC)cc2c(=O)n3ccccc3nc21	nt	nt	0.3	nt	nt	1.1	-5.4	1	-0.4	nt
O=C(CCS(=O)CCC(=O)NCc1ccccc1)NCc1ccccc1	0.8	1.1	-14.6	8.0	0.2	1	1.7	1.1	-9.0	1592
Cc1cc(C(=O)Nc2cccc(/C=C/C(=O)O)c2)c(C)o1	-4.9	-0.2	0.4	-5.3	-1.6	1	-3.6	1	-8.5	1433
CC1CCCCC1NS(=O)(=O)c1ccc(-n2cnnn2)cc1 (stereo not given)	2.5	-3.0	18.9	0.3	1.4	1.1	-5.7	0.8	-9.9	1522
CC(C)C(NS(=O)(=O)c1cccs1)C(=O)NCCN1CCN(c2ccccc2)CC1 (stereo not given)	-0.5	-0.4	-5.3	-5.6	3.0	1	-2.5	1.1	-6.9	1389
CC(C(=O)Nc1cccnc1)N1C(=O)c2ccccc2C1=O (stereo not given)	4.6	-3.4	8.2	2.9	-1.6	1.1	-5.7	0.9	-15.6	1389
Cc1cccc(N=Nc2c(C)[nH]n(-c3ccccc3)c2=O)c1	-1.9	1.4	-5.5	0.7	-6.5	1	3.1	1.1	-2.2	1660
Cc1ccc(NC(=O)C(=O)NCCOc2ccccc2Cl)cc1	-9.5	4.4	11.8	-1.4	-1.5	1	-0.9	0.9	-19.1	1508
Clc1ccc(Nc2ncnc3c2cnn3-c2ccccc2)cc1	-7.6	-3.5	11.8	0.1	4.3	1.1	-6.3	0.9	-3.0	1423
CC(C)n1c(-c2ccc(C(C)(C)C)cc2)n[nH]c1=S	-1.3	9.8	-0.4	5.4	5.8	1	-2.8	1	-4.7	1459
CC(C)(C)c1ccc(C(=O)N/C(=C\c2cccs2)C(=O)NCc2ccco2)cc1	0.5	-8.0	5.4	-0.5	-5.7	1	-0.5	0.9	-0.1	1298
O=c1cc(N2CCC3(CC2)OCCO3)[nH]c(=O)n1-c1ccc(Br)cc1	-5.5	-1.3	12.3	-12.9	5.2	1	-1.8	0.9	-11.2	1527
Cc1cc([N+](=O)[O-])nn1CCC(=O)NC1CCCCCC1	-2.6	-2.4	36.5	1.8	-2.9	1	-2.6	0.6	7.2	1557
CCOC(=O)C/C(C)=N\Nc1nc(-c2ccccc2)cs1	4.3	2.6	-27.1	2.3	3.2	1	3.3	1.3	-4.0	1629
C#CCOCCOCCOCCNc1nc(N2CCN(C(=O)C([C@@H](C)CC)n3cc(C(N)CO)nn3)CC2)nc(N2CCN(C(=O)[C@H](CCC(=O)O)n3cc(C(N)CC(C)C)nn3)CC2)n1 (stereo not given in full)	-3.0	6.8	-2.5	0.3	6.1	1	-4.3	1	1.6	1595
SMILES	HMGR II inh	PPARg SRC2 recr	bIAP inhibitor	PPARg SRC-3 ag	PPARg SRC1 recr	TNAP act hi DEA	TNAP inh hiacc	bIAP act	TNAP inh no acc	TR-FRET SRC-2 ct
O=C(NC1CCCC1)c1cccc(NC(=O)c2ccco2)c1	-0.7	-1.9	-7.3	-0.8	3.4	1.1	-11.7	1.1	-3.4	1680
CCCOc1ccc(C(=O)C(c2ccccc2)N2CCOCC2)cc1 (stereo not given)	-3.0	-0.8	-12.2	-1.5	2.5	1	-3.0	1.1	-7.2	1494
CC[C@@H](NS(=O)(=O)c1ccc(C)cc1)C(=O)Oc1ccc2c3c(c(=O)oc2c1)CCC3	-0.6	11.3	1.6	7.3	-1.9	1	4.1	1	-8.9	1764
COc1cc(NC(=O)C2CC(=O)NC3=C2C(=O)CCC3)cc(OC)c1 (stereo not given)	-3.4	-9.1	-3.1	15.5	6.0	1	-1.6	1	-9.1	1413
CNC(=O)Cn1nc(-c2ccc(C)c(S(=O)(=O)N(C)C)c2)c2ccccc2c1=O	-6.2	-0.5	9.6	8.3	6.2	1	-0.2	0.9	-7.4	1678
COc1ccccc1NC(=S)NC(=O)c1ccc(-c2ccc(Cl)cc2)o1	-5.3	4.0	19.0	-1.3	-0.4	1.1	-5.2	0.8	-10.1	1590
O=C(C(Cc1ccccc1)n1cccc1)N1CCN(c2ccccc2)CC1 (stereo not given)	2.6	-2.4	5.0	6.5	4.7	1.1	-5.5	0.9	-11.3	1713

Screening data as filed in PubChem BioAssay.
